Compound activity from PubChem.
LDHA inh: qHTS assay for inhibitors of human lactate dehydrogenase | activity change, % (values are at about 110 or 230 µM) | purified LDHA, NADH/diaphorase-resazurin fluorescence; hits give low values | L-lactate dehydrogenase A chain (Homo sapiens), P00338 | actives 0.15% (n = 480,000); in the data active = activity change below about -30%; inconclusive = mostly about -25% to -30%;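 also: plate controls were DMSO wells for no effect and wells without enzyme for full effect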
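Human LDH5 at 2 nM final in Tris HCl pH 7.4 with 0.06 mM NADH and 0.2 mM pyruvate, reacted 5 minutes at room temperature. Remaining NADH coupled via diaphorase/resazurin; resorufin fluorescence read at 0 and 20 minutes, normalized to enzyme-free and DMSO wells.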
Vif-APOBEC3G blk: qHTS for Inhibitors of Vif-A3G Interactions: qHTS; HeLa A3G-eYFP + Vif (tagged APOBEC3G with the HIV-1 protein that degrades it), YFP fluorescence, overnight; Potency, µM (titrated, usually from 46.1 µM), inactives show at the highest dose activity, negative = active, most hits filed as inhibitors; actives 0.076% (n = 410,000); AID 602310, 2012;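 also: potency is read from the fitted curve at half-maximal effect; % is scaled to controls: 0 for no effect and ±100 for the full control effect; nearly all actives have a fitted effect of over 60% in size; hits raise eYFP signal because A3G escapes Vif-driven loss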
Target sequence (Q9HC16 whole entry, looked up): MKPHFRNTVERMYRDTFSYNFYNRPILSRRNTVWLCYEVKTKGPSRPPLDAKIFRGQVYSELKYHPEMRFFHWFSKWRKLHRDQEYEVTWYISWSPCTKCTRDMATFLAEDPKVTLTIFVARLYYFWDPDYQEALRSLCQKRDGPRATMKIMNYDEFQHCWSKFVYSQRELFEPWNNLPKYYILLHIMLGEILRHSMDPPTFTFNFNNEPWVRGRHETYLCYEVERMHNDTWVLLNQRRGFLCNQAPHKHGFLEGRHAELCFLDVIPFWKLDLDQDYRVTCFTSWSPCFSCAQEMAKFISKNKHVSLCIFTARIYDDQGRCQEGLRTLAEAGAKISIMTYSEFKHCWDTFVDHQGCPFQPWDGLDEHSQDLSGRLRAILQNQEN
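Read-out is eYFP fluorescence (Ex 488/Em 500-530) from Vif-expressing HeLa A3G-eYFP cells; more signal means A3G escaped Vif-mediated degradation. Cells plated overnight, compound pinned in, incubated overnight at 37 deg C.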
USP1 inh: Inhibitors of USP1/UAF1: Primary Screen; Potency, µM (doses to about 57.1 µM), without a hit: at the top dose activity change, negative = inhibition, hits mostly inhibitors; recombinant USP1/UAF1, Ub-Rhodamine cleavage fluorescence; actives 0.23% (n = 390,000); also: potency is read from the fitted curve at half-maximal effect; % is scaled to controls: 0 for no effect and ±100 for the full control effect; nearly all actives have a fitted effect of over 60% in size; inactives centre near -12
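In this screen, compounds sit with the deubiquitinase complex (1nM) for 15 min at room temperature before Ub-Rho is added at 150nM final. Fluorescence rise is then followed for 6 reads every 60 seconds.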
IDH1 R132H inh: qHTS for Inhibitors of mutant isocitrate dehydrogenase 1 (IDH1): qHTS; Potency, µM (highest dose often 76.6 µM), inactives show top-dose activity change, negative = inhibition, hits mostly inhibitors; IDH1-R132H enzyme, NADPH consumption, diaphorase/resazurin fluorescence; AID 602179, 2012; actives 0.093% (n = 390,000); Isocitrate dehydrogenase [NADP] cytoplasmic (Homo sapiens), O75874; also: potency is read from the fitted curve at half-maximal effect; % is scaled to controls: 0 for no effect and ±100 for the full control effect; nearly all actives have a fitted effect of over 65% in size
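IDH1-R132H (0.5 ug/mL dispensed) in pH 7.5 Tris buffer was preincubated 30 min with compound, then given a substrate mix of 0.016 mM NADPH and 2 mM alpha-KG for 80 min at room temperature; remaining NADPH was read by diaphorase/resazurin fluorescence.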
PI4K2A block: qHTS for small molecular inhibitors of PI4K2A; purified PI4K2A, ADP-Glo luminescence, 1 h; hits give low values; activity change, negative = inhibition, % at 76.9 µM; Phosphatidylinositol 4-kinase type 2-alpha (Homo sapiens), Q9BTU6; actives 0.13% (n = 420,000); in the data active = activity change below about -50%; inconclusive = mostly about -30% to -49%;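 also: -100% = wells without enzyme as full effect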
Target sequence (Q9BTU6 whole entry, looked up): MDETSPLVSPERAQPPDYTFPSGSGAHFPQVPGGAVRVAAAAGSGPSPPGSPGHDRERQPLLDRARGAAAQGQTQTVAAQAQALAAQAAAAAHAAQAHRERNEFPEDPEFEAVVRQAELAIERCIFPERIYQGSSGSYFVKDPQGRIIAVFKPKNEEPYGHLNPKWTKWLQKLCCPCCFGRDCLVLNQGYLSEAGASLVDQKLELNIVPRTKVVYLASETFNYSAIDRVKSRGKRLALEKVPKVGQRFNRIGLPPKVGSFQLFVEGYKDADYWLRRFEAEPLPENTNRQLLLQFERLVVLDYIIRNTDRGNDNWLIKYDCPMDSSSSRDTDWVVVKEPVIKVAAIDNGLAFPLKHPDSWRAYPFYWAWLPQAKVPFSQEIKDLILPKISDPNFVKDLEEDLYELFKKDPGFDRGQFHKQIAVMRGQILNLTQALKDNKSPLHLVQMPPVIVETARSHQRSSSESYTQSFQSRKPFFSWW
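In this quantitative HTS, ADP production by PI4K2A was quantified luminescently after 1 h at ambient temperature; 100 microM adenosine served as plate-quality control.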
Glioma ERSR ind: qHTS for Inducers of the Endoplasmic Reticulum Stress Response (ERSR) in Human Glioma: qHTS. U87-MG GRP78 promoter luciferase reporter, 16 h. Potency, µM, inactives show top-dose activation, actives largely listed as activators. actives 0.02% (n = 420,000); also: potency is read from the fitted curve at half-maximal effect; series mostly up to about 76 µM; % of control where 0% means no effect; nearly all actives have a fitted effect of over 35% in size
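ERSR induction read as luciferase luminescence (Bright-Glo, 10 min at room temperature) in stably transfected human U87-MG glioma cells exposed to compounds for 16 h, using GRP78 as sensor.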
RXFP1 ag: qHTS Assay for Agonists of the Relaxin Receptor RXFP1; Relaxin receptor 1 (Homo sapiens), Q9HBX9; HEK293T-RXFP1 cAMP TR-FRET, 30 min; response scale: percent of porcine relaxin response, buffer zero; Potency, µM (series often up to 57.5 µM), for inactives: at the top dose activation, most hits filed as activators; actives 0.3% (n = 370,000); AID 2676, 2010; also: potency is read from the fitted curve at half-maximal effect; % is scaled to controls: 0 for no effect and ±100 for the full control effect; nearly all actives have a fitted effect of over 60% in size; many of its hits are not listed in these tables
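HEK293T cells stably expressing RXFP1 were pretreated with the PDE4 inhibitor Ro 20174, exposed to compounds for 30 min at 37C, lysed, and cAMP was read by TR-FRET. Data normalized to buffer (basal) and 29 nM porcine relaxin (100%).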
Vif-A3F inh: qHTS for Inhibitors of Vif-A3F Interactions: qHTS. HeLa A3F-eYFP + Vif (tagged APOBEC3F with the HIV-1 protein that degrades it), YFP fluorescence increase. Potency, µM (doses to about 46.1 µM), for inactives: top-dose activity, negative = active. actives 0.2% (n = 390,000). AID 602313, 2012; also: potency is read from the fitted curve at half-maximal effect; % of control where 0% means no effect; nearly all actives have a fitted effect of over 65% in size
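HeLa cells stably expressing Vif plus C-terminally eYFP-tagged A3F were seeded, incubated overnight at 37 deg C, dosed with compound, incubated overnight again at 37 deg C. Yellow fluorescence (Ex 488/Em 500-530) reported blocked Vif-mediated A3F-eYFP degradation.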
TrxR1 substrate: qHTS Assay for Substrates of Mammalian Selenoprotein Thioredoxin Reductase 1 (TrxR1): qHTS | Thioredoxin reductase 1, cytoplasmic (Rattus norvegicus), O89049 | purified TrxR1 substrate turnover, NADPH consumption readout | actives 0.01% (n = 390,000) | Potency, µM (highest dose often 114 µM), for inactives: top-dose activity change, negative = substrate turnover; also: potency is read from the fitted curve at half-maximal effect; % is scaled to controls: 0 for no effect and ±100 for the full control effect; nearly all actives have a fitted effect of over 50% in size
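Rat TrxR1, dispensed at 90 nM, was prereduced with 400 uM NADPH (final) for 5 min at ~22 deg C, then incubated with compound 15 min before 400 uM selenite. A first-read NADPH fluorescence drop versus no-compound background flagged substrates.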
Numbers without * were called inactive; ? = inconclusive; · = not tested or not shown; & = joins results of further samples; [ ] = another dose, or the depositor's remark. Unless noted, calls follow the shape of the dose curve; as a rule, active = well fitted curve in the direction sought with a large enough effect; inconclusive = small, poorly fitted or top-dose-only effect, or another doubt; inactive = no such curve, though single readings can be large; an effect the other way counts as inactive or inconclusive. These rows are one share of the data; rates above refer to the full screens.

Start of the data: the first 2 entries (preview)
mol	LDHA inh	Vif-APOBEC3G blk	USP1 inh	IDH1 R132H inh	PI4K2A block	Glioma ERSR ind	RXFP1 ag	Vif-A3F inh	TrxR1 substrate
CCN(C(=O)COc1cc(=O)n(C)c2ccccc12)c1cccc(C(F)(F)F)c1	1	-2%	?	4%	2	-5%	4.7%	-3%	1%
CC(C)OP(=O)(c1ccc(N(C)C)cc1)C(O)c1c(Cl)cccc1Cl (stereo not drawn)	-2	0%	-13%	11%	-3	-8%	-1.4%	4%	-1%

The listing, from the start:
mol	LDHA inh	Vif-APOBEC3G blk	USP1 inh	IDH1 R132H inh	PI4K2A block	Glioma ERSR ind	RXFP1 ag	Vif-A3F inh	TrxR1 substrate
CCN(C(=O)COc1cc(=O)n(C)c2ccccc12)c1cccc(C(F)(F)F)c1	1	-2%	?	4%	2	-5%	4.7%	-3%	1%
CC(C)OP(=O)(c1ccc(N(C)C)cc1)C(O)c1c(Cl)cccc1Cl (stereo not drawn)	-2	0%	-13%	11%	-3	-8%	-1.4%	4%	-1%
CCOc1ccc(C(=O)Nc2cc(-c3nc4cc(OC)ccc4o3)ccc2C)cc1[N+](=O)[O-]	7&-8	-2%	-10%	-24%	2	-5%	3.5%	5%	-1%
O=C(NCc1ccc(Cl)cc1)c1cccc(NC2=NC3CS(=O)(=O)CC3S2)c1 (stereo not drawn)	-4	-1%	-24%	-7%	2	-3%	3.8%	1%	-3%[57.1 µM]
Cc1occc1C(=O)O/N=C(\N)c1ccccc1	4	-4%	-22%	9%	?	-9%	4.7%	1%	5%[57.1 µM]
COc1cccc(CNc2nc3cc(-c4cccc(C(=O)NCCO)c4)sc3c(=O)n2C)c1	4	-8%	·	·	-7	3%	·	·	·
CCCCC(=O)Nc1cc(C)c(NC(=O)c2ccco2)cn1	-2	1%	-21%	-3%	-1	16%	5.2%	-7%	2%
O=C(Cc1cccs1)NCCc1ccc(Cl)cc1	-4	-15%	-17%	0%	5	1%	1.0%	6%	3%
O=C(NC(=S)Nc1ccc(C(F)(F)F)cc1)c1csnn1	-5	3%	-7%	-13%	0	-9%	-0.5%	5%	6%[57.1 µM]
O=C(CN(CC1CCCO1)C(=O)CCC(=O)Nc1nccs1)NCc1ccccc1 (stereo not drawn)	-1	1%	-4%	1%	4	-5%	1.3%	1%	3%
CCn1c(=O)n(CC)c2cc(N3CCCC3)c(NC(=O)c3ccccc3Br)cc21	12	-3%	-7%	2%	-3	-4%	-0.8%	10%	-1%
CC(=O)CSc1nnc(-c2ccncc2)n1C	0	1%	-20%	-4%	-8	-4%	-2.8%	·	0%
CC(=O)Nc1ccc(C)cc1	-5	0%	-21%	-7%	-4	-2%	0.5%	1%	1%
COc1ccc(NC(=O)c2cc(S(=O)(=O)NCCC3=CCCCC3)ccc2F)cc1	5	1%	-18%	0%	3	-3%	2.4%	-7%	-1%[57.1 µM]
CCOc1ccccc1C=C1SC(=S)N(CC)C1=O	-3	0%	-8%	5%	1	-1%	·	0%	-8%[57.1 µM]
CC(=O)Nc1sc(C)c(C)c1C(=O)OCC(=O)N(CC(C)C)C1CCS(=O)(=O)C1 (stereo not drawn)	2	-6%	6%	4%	-11	-5%	0.7%	4%	-3%
CCCC#Cc1ccc2c(c1)COc1c3ccccc3nn1-2	0	-2%	?	11%	-22	-2%	-1.8%	1%	-1%
Cc1ccc(N2C(=O)N3[C@H](c4cccc(C)c4)[C@@H]4C(=O)N(Cc5ccccc5)C(=O)[C@@H]4[C@]3(C)C2=O)cc1	-10	-5%	-19%	-3%	-1	-1%	1.4%	-1%	-4%
Cn1c(=O)c2c(nc(SCC(=O)O)n2Cc2cc3c(cc2Cl)OCO3)n(C)c1=O	-5	2%	-10%	0%	0	-3%	-2.4%	-8%	-2%
Cc1ccc(-n2c(=O)c3c(c4cc(C)ccc4n3C)n(CC(=O)c3ccc(Cl)cc3)c2=O)cc1	-3	-1%	-17%	4%	-9	-3%	0.0%	-3%	3%
COCC1CCCN(C(=O)c2ccc(OC3CCN(Cc4ccccn4)CC3)cc2)C1 (stereo not drawn)	-2	2%	-5%	-3%	6	-8%	2.4%	12%	6%
CCCCC(CC)CNC(=O)CCCc1nnc2n(CCC)c(=O)c3sccc3n12 (stereo not drawn)	1	-1%	-26%	-15%	-20	3%	3.7%	1%	10%
C/C(=N\Nc1nc(-c2ccccn2)nc2ccccc12)c1ccc(F)cc1	-2	-7%	-13%	0%	1	2%	7.1%	?	0%
COC(=O)C(C(=O)Nc1ccccc1C)C1CCCC1 (stereo not drawn)	-5	-1%	5%	-3%	-10	-2%	-1.1%	3%	-2%
CCOC(=O)c1c(NC(=O)C(C)Sc2cn(CCNC(=O)c3ccccc3OC)c3ccccc23)sc2c1CCC2 (stereo not drawn)	-1	-2%	-6%	2%	3	3%	-2.4%	-5%	-3%
COc1ccc(C2=NOC(C(=O)NCc3ccco3)C2)cc1OC (stereo not drawn)	-4	-23%	-2%	12%	0	-4%	-1.8%	-1%	8%[57.1 µM]
COc1cccc(C(=O)Nc2cc3c(cc2Br)OCCCO3)c1	1	1%	-13%	10%	-8	2%	0.2%	-11%	0%
COc1ccccc1N/N=C1\COC(C)(C)CC1=O	7	0%	-9%	6%	13	5%	0.5%	-6%	0%
CCCc1cc(C(=O)Nc2ccc(C(=O)c3ccccc3)cc2)n(C)n1	0	0%	-21%	8%	5	-1%	0.0%	2%	1%
N#Cc1ccc(N2Cc3ccccc3/C2=N/C(=O)Nc2ccc(Cl)cc2)cc1	-6	-6%	-7%	7%	3	-3%	2.1%	-16%	-11%
Brc1ccc(-c2ccc(CNCc3ccccn3)o2)cc1	2	1%	-9%	-5%	10	3%	?	-2%	-3%
CCc1cc(-c2[nH]ncc2-c2ccc(OC)cc2)c(O)cc1O	7	-5%	-5%	1%	-2	-10%	-0.7%	-16%	11%[57.1 µM]
CCOC(=O)c1cc(-c2ccccc2)n(CCC(=O)Nc2ccc(OC)c(Cl)c2)c1C	-7	-2%	-24%	0%	0	1%	0.4%	1%	-10%[57.1 µM]
O=C(COc1cccc2ccccc12)NNC(=O)CSCCO	-1	-5%	-17%	2%	11	-4%	1.0%	5%	-4%
CS(=O)(=O)c1ccc2nc(NC(=O)CN3CCC(Cc4ccccc4)CC3)sc2c1	-3	0%	-24%	4%	-1	-1%	1.3%	10%	-2%
Cc1cc(C)c2c(n1)SCC(=O)N2CC(=O)Nc1c(C)cccc1C	-12&-8	-1%&2%	-9%&-21%	1%&0%	0&-2	-4%&1%	-0.4%&1.3%	1%&5%	16%[57.1 µM]
Cc1ccc(C(=O)COC(=O)CNC(=O)c2ccc(N3C(=O)c4ccccc4C3=O)cc2)cc1C	-11	1%	4%	-3%	-2	-2%	2.6%	-18%	4%[57.1 µM]
COc1cc(Cl)c(C)cc1NC(=O)c1sc2nc(C)cc(C)c2c1N	0	-1%	-26%	4%	2	-4%	5.1%	-3%	3%
Cc1ccc(C(C)(C)NC(=O)C2CCC(=O)N(CC3CCCCC3)C2)cc1 (stereo not drawn)	1	0%	-6%	-3%	3	-4%	3.8%	-1%	8%[57.1 µM]
COc1ccc(NC(=O)Nc2c[nH]c(=O)[nH]c2=O)cc1	-10	0%	?	-5%	1	19%	6.8%	6%	3%
CCC(C)(C(=O)NC1CCCC1)N(Cc1cccs1)C(=O)c1ccc2c(c1)OCO2 (stereo not drawn)	0&-14	-1%	-5%	9%	-5	-4%	0.0%	-7%	10%
CCOC(=O)Nc1ccc2c(c1)N(C(=O)OC)c1ccccc1CC2	-1	?	-21%	18%	-2	-3%	-1.3%	-4%	-4%
COc1cccc(-c2nc(SCc3cc(=O)c4cc(Cl)ccc4[nH]3)n[nH]2)c1	3&-1	0%	-19%	18%	9	-6%	1.4%	2%	0%[57.1 µM]
COc1ccc(OCc2cc(C(=O)NCc3nc(C)cs3)no2)c(Cl)c1	1	0%	-21%	3%	-3	3%	1.6%	4%	-5%
Cc1cc(C)c(OCCCON2C(=O)CCC2=O)c(Br)c1	-2	-9%	1%	5%	1	-1%	-1.3%	-9%	-1%[57.1 µM]
O=C(CSc1nc2ccccc2n1CCc1ccccc1)NC1CC1	-18	0%	5%	11%	-6	10%	0.6%	-10%	-2%[57.1 µM]
FC(F)(F)c1ccccc1Cc1c(-c2cccc(Br)c2)nc2ccc(Cl)cn12	-6	-2%	·	·	3	5%	·	·	·
